# HIF act: HIF pathway transcriptional activators, primary screen, cell-based, U2OS HRE-luciferase, luminescence | U2OS HRE-luciferase reporter; normalized: DMSO 0%, desferrioxamine 100% | 300,000 compounds, 0.32% hits | activation, % at 7.5 µM (by protocol);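 active = mean activation of at least 10% of the iron chelator positive control signal, with at least half of replicates also reaching 10%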
# Platelet DG rel: inhibitors of platelet dense granule secretion, primary screen, cell-based, MLPCN, human platelets; human platelet-rich plasma, SFLLRN dense granule ATP release, luminescence; inhibition, %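 (compounds screened at 7.5 µM in platelet-rich plasma)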; 300,000 compounds, 0.22% hits; AID 1663, 2009;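 active = mean replicate score, as percent of positive control, at or above 50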
# SKKanGAS inh: S. pyogenes SKKanGAS growth inhibitors in kanamycin, primary screen, streptokinase expression inhibitor project, SKKanGAS strain, BacTiter-Glo luminescence | 6 h | inhibition, % at 7.5 µM | 300,000 compounds, 1.3% hits | AID 1662, 2009;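 active = mean replicate score, as percent of positive control median, at least 50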;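 note: strain carries kanamycin resistance gene driven by streptokinase promoter and grows in 40 µg/ml kanamycin; loss of luminescence reflects streptokinase promoter inhibition or plain growth inhibition; 0% = median of DMSO wells and 100% = positive control at its reference dose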
# HSP90 inh: HSP90 inhibitors, primary screen, cell lysate, luminescence; Heat shock protein HSP 90 (rabbit reticulocyte lysate; luciferase refolding); Rabbit reticulocyte lysate, luciferase refolding luminescence, 3 h; inhibition, % at 5.6 µM; 290,000 compounds, 0.91% hits; AID 1789, 2009;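 active = inhibition above the screen-wide mean plus 3 SD, computed separately per campaign, cut at about 16% in these data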;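 note: 0% = DMSO wells and 100% = 60 µM geldanamycin wells; inhibitors lower the luminescence because luciferase stays unfolded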
# HSF1 inhib: HSF1 inhibitors in luciferase reporter cells, primary screen, cell-based, NIH3T3, luminescence | NIH3T3-HGL HSE-luciferase, MG132-induced, luminescence 8 h; active compounds read low | activity change, negative = inhibition, % at 7.5 µM (by protocol) | 300,000 compounds, 0.77% hits | AID 2098, 2009;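 active = more than half of replicate wells show activity change below -50%, luminescence cut by over half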;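 note: luciferase reports HSF-1 transcriptional activity via heat shock element; 0% = median of DMSO wells and -100% = zero luminescence signal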
# aSyn UTR inh: MLPCN primary screen, SNCA 5' untranslated region | alpha-synuclein 5'UTR reporter, inhibitor activity | inhibition, % (tested at 7.5 µM) | 300,000 compounds, 0.82% hits | AID 1813, 2009; in the data active = inhibition above about 60%;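 note: H4 neuroglioblastoma cells stably carrying SNCA 5'UTR luciferase fusion; 0% = DMSO wells and 100% = positive control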
# HSF1 activator: HSF-1 activators, primary screen, NIH3T3-HGL cells, MG132 stress, luminescence, single point; activation, % at 9 µM; 300,000 compounds, 1.7% hits; NIH3T3-HGL HSF-1 luciferase reporter, 8 h; 100% = twice DMSO control signal;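 active = mean replicate activation of at least 50% with a set share of replicates each reaching 50%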;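 note: 0% = median of the neutral control wells and 100% = twice that signal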
# KLF5 inh: KLF5 expression inhibitors, primary screen, DLD-1 cells, luminescence; 290,000 compounds, 0.23% hits; DLD-1 KLF5 promoter-luciferase reporter; inhibition, % at 5 µM;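 active = inhibition above a per-plate limit of that plate's mean compound inhibition plus 3 SD, cut at about 60% in these data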;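 note: 0% = DMSO wells and 100% = LY294002 at 200 µM; higher means less KLF5 promoter-driven luciferase light; inactives centre near -14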
# AI-2 QS mod: Vibrio harveyi AI-2 quorum sensing modulators, primary screen, JMH597 strain, luminescence/OD600 ratio | 300,000 compounds, 0.4% hits | Vibrio harveyi JMH597 AI-2 luminescence/OD600 ratio, 9 h; active compounds read low; strain lacks LuxN and CqsS sensors; 0 = neutral-control median | activity change, % at 7.5 µM; in the data active = activity change below about -75%, passing the limit was not always enough;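 note: luminescence divided by OD600 gain over 9 h not by final OD600 alone; inactives centre near 13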
# IEC-6 tox: cytotoxicity in IEC-6 intestinal epithelial cells, primary screen, cytotoxicity control for KLF5 inhibitor project, cell-based, luminescence; 290,000 compounds, 0.78% hits; IEC-6 cytotoxicity, luminescence viability; AID 1825, 2009; inhibition, % at 5 µM; in the data active = inhibition above about 22%;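 note: 0% = plate median of test compound wells and 100% = cytotoxic reference compound wells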
# * = called active by the depositor; . = not tested or not shown.
(1) COc1cc2c(cc1OC)C(c1cc(Br)c(OC)c(OC)c1)CC(=O)N2 (configuration not stated)
(2) COc1ccccc1OCC(=O)Nc1nnc(-c2ccco2)s1
(3) COc1cc(NC(C)CCc2ccccc2)cc(OC)c1OC (configuration not stated)
(4) Cc1ccccc1Nc1nc(N)nc(COC(=O)CCNS(=O)(=O)c2ccccc2)n1
(5) CCC(C)NC(=O)C1CCN(S(=O)(=O)N2CCCC2)CC1 (configuration not stated)
(6) Cc1cc([N+](=O)[O-])nn1CC(=O)Nc1ccc(Cl)cn1
(7) Clc1nnc2ccc(-c3ccccc3)nn12
(8) Cc1ccc(NS(=O)(=O)c2ccc(C)c(NC(=O)COc3ccccc3)c2)c(C)c1

Screen / compound no.	1	2	3	4	5	6	7	8
HIF act	-0.1	0.3	-3.6	-0.4	0.0	0.1	-0.4	-0.4
Platelet DG rel	8	-6	-2	3	-4	-4	2	2
SKKanGAS inh	-2	-2	2	-7	-1	6	-9	0
HSP90 inh	4	-3	-4	.	-2	5	2	4
HSF1 inhib	0	3	-2	-3	-2	3	6	-1
aSyn UTR inh	23	-40	-18	-8	-19	10	13	20
HSF1 activator	-9	-1	-14	-24	14	1	0	29
KLF5 inh	-9	-26	0	.	-17	-10	2	5
AI-2 QS mod	3	28	40	-6	34	4	11	9
IEC-6 tox	6	0	2	.	3	5	2	-2

# Structural class: the compounds so far containing a carbonyl joined to an NH by a bond outside any ring (4)
(2) COc1ccccc1OCC(=O)Nc1nnc(-c2ccco2)s1
(5) CCC(C)NC(=O)C1CCN(S(=O)(=O)N2CCCC2)CC1 (configuration not stated)
(6) Cc1cc([N+](=O)[O-])nn1CC(=O)Nc1ccc(Cl)cn1
(8) Cc1ccc(NS(=O)(=O)c2ccc(C)c(NC(=O)COc3ccccc3)c2)c(C)c1

Screen / compound no.	2	5	6	8
HIF act	0.3	0.0	0.1	-0.4
Platelet DG rel	-6	-4	-4	2
SKKanGAS inh	-2	-1	6	0
HSP90 inh	-3	-2	5	4
HSF1 inhib	3	-2	3	-1
aSyn UTR inh	-40	-19	10	20
HSF1 activator	-1	14	1	29
KLF5 inh	-26	-17	-10	5
AI-2 QS mod	28	34	4	9
IEC-6 tox	0	3	5	-2

# The list goes on:
(9) COc1ccccc1C(=O)Nc1cccc(Oc2c(F)c(F)c(F)c(F)c2F)c1
(10) CCOC(=O)N1CCN(C(=O)CSCC(=O)N=c2sc3ccccc3n2C)CC1
(11) CCOC(=O)c1cn(CC)c2cc(N3CCCCC3)c(F)cc2c1=O
(12) CC1=NN(c2ccccc2)C(=O)C1C(=O)c1ccc(Cl)cc1 (configuration not stated)
(13) CN(C)c1ccc(/C=C(\NC(=O)c2ccccc2)C(=O)NCCCn2ccnc2)cc1
(14) c1ccc(-c2ccc(CN3C[C@@H]4C(c5ccccc5)C5(c6ccccc6)CC4(C5)[C@H]3c3ccccc3)cc2)cc1 (some centres not stated)
(15) CCOC(=O)N1CCN(CC(=O)c2ccc(O)cc2O)CC1
(16) COc1ccc2c(c1)c(C(=O)CNc1nc(C)cs1)c(C)n2C

Screen / compound no.	9	10	11	12	13	14	15	16
HIF act	-0.1	0.0	-0.5	-0.3	-0.9	-0.4	0.7	0.0
Platelet DG rel	-12	16	-1	0	0	-4	-8	12
SKKanGAS inh	-4	-2	3	12	3	0	11	1
HSP90 inh	-3	6	7	-1	-1	.	-3	4
HSF1 inhib	4	-30	-4	1	1	-1	13	25
aSyn UTR inh	10	22	3	21	-24	8	-9	32
HSF1 activator	22	-47	-9	-3	-2	16	39	61*
KLF5 inh	6	-9	-10	-25	-13	.	11	-17
AI-2 QS mod	23	22	42	28	.	11	3	19
IEC-6 tox	0	-1	2	6	2	.	3	10

(17) Cc1ccc(/C=C/C(=O)NC(=S)N2CCN(c3ccc(F)cc3)CC2)cc1
(18) COc1ccc(C(CC(=O)O)NS(=O)(=O)c2ccc(C)cc2)cc1OC (configuration not stated)
(19) Cc1cc(Sc2ccc([N+](=O)[O-])cn2)ccc1Br
(20) CC(CNC(=O)c1cccc(Br)c1)n1cncn1 (configuration not stated)
(21) O=C(CN1CCN(C/C=C/c2ccccc2)CC1)NCc1ccccc1
(22) CCCCn1c(N)c(N(CC(C)C)C(=O)c2cccs2)c(=O)[nH]c1=O
(23) Cc1ccc(OCC(=O)N/N=C/C=C/c2ccco2)c(Br)c1
(24) COc1cccc(-n2c(SCC(=O)N3CCCCC3)nc3c([nH]c4ccccc43)c2=O)c1

Screen / compound no.	17	18	19	20	21	22	23	24
HIF act	0.8	-0.3	0.0	-0.6	0.3	0.3	3.3	-0.1
Platelet DG rel	-3	-11	1	5	10	-4	-6	-9
SKKanGAS inh	-1	0	-1	-2	2	-2	0	0
HSP90 inh	-1	2	.	13	-2	.	6	9
HSF1 inhib	6	5	-5	8	-3	-6	2	-3
aSyn UTR inh	-14	-10	-8	-8	22	4	-64	23
HSF1 activator	7	-5	-6	35	7	-16	0	-4
KLF5 inh	7	7	.	-24	-14	.	-51	-12
AI-2 QS mod	12	25	16	-5	23	20	0	9
IEC-6 tox	0	0	.	4	3	.	-2	6

(25) CCOc1ccccc1NC(=O)Cn1c(=O)n(-c2ccc(OC)cc2OC)c(=O)c2c(C)c(C(=O)N(CC)CC)sc21
(26) O=C1NCCCC1C(=O)N/N=C/c1cccc(O)c1 (configuration not stated)
(27) O=C(c1cc(COc2ccc(F)cc2Cl)on1)N1C[C@H]2CC[C@H]1C2
(28) Cc1c(C(=O)N(Cc2ccccc2)Cc2cccs2)cnn1-c1ccc(Cl)cc1
(29) CC1=C(C(N)=O)C(c2ccc(F)cc2)n2nc(CCCO)nc2N1 (configuration not stated)
(30) Cc1nonc1CN(C)C(=O)c1ccc(OC2CCN(Cc3ccccn3)CC2)cc1
(31) O=C(O)/C=C\c1cccc(-n2nnnc2SCc2ccccc2F)c1
(32) O=C(c1ccc(Cl)c(S(=O)(=O)N2CCCCCC2)c1)N1CCOCC1

Screen / compound no.	25	26	27	28	29	30	31	32
HIF act	-0.7	-0.2	1.5	-0.8	-15	0.1	-0.5	0.1
Platelet DG rel	-1	-6	-22	-8	-1	4	-10	5
SKKanGAS inh	-2	-12	1	25	-3	-3	2	-6
HSP90 inh	-3	0	-4	10	2	-1	-2	-1
HSF1 inhib	6	-12	28	5	-1	-5	3	-8
aSyn UTR inh	-7	-14	-164	-4	0	14	5	1
HSF1 activator	28	-1	17	13	7	-1	15	2
KLF5 inh	-4	-10	-127	8	-21	-18	-16	1
AI-2 QS mod	12	24	-16	1	22	21	36	14
IEC-6 tox	-2	-1	4	-4	-6	-2	-6	3

(33) COc1ccc(NC(=O)CC2C(=O)N(c3ccc(Cl)cc3)C(=S)N2NC(=O)c2cccc(F)c2)cc1 (configuration not stated)
(34) CN(C)c1ccc(P(=O)(OC2CCCCC2)C(O)c2ccccn2)cc1 (configuration not stated)
(35) COCCCN(C(=O)Nc1ccc(C)c(C)c1)C(C)c1ccccn1 (configuration not stated)
(36) O=C(Nc1ccc(S(=O)(=O)Nc2nccc(C3Cc4ccccc4C(=O)O3)n2)cc1)c1ccccc1 (configuration not stated)
(37) O=C(CSc1ccc(Cl)cc1)Nc1nnc(-c2cccc([N+](=O)[O-])c2)s1
(38) Cc1ccc(-c2nnc(N3CC(C)OC(C)C3)c3ccccc23)cc1 (configuration not stated)
(39) COc1ccc2[nH]c(C)c(CCN(Cc3cccs3)C(=S)Nc3cccc(F)c3)c2c1
(40) COc1ccc(C(C)NC(=O)Cc2cccs2)cc1OC (configuration not stated)

Screen / compound no.	33	34	35	36	37	38	39	40
HIF act	1.2	-0.1	1.2	-0.1	-0.2	-0.5	0.4	-0.5
Platelet DG rel	12	8	9	2	14	2	7	7
SKKanGAS inh	8	1	-2	8	9	5	17	-3
HSP90 inh	-2	-1	0	0	-1	0	-1	-2
HSF1 inhib	15	-1	-7	-5	0	-1	6	1
aSyn UTR inh	13	6	1	26	-35	0	-18	3
HSF1 activator	32	17	-10	15	10	-5	15	2
KLF5 inh	-17	-10	-37	-50	-12	-2	-29	-37
AI-2 QS mod	13	14	30	34	16	12	3	5
IEC-6 tox	5	-6	3	4	1	1	-5	-7

(41) CC(CCN1CCN=C1Nc1ccccc1)c1ccccc1 (configuration not stated)
(42) S=C1NC2(CCCCC2)Nc2ccccc21
(43) CC(C)(C)NC(=O)NC(=O)COC(=O)c1c(F)cccc1Cl
(44) C=CCN=C(C)C1=C(O)C(C)OC1=O (configuration not stated)
(45) COc1ccc(C(=O)/C=C/c2ccccc2C(F)(F)F)cc1
(46) Cc1nn2c(CN(C(=O)COc3ccccc3)c3ccccc3)nnc2c2ccccc12
(47) COc1ccc(-c2cc(C(=O)OCC(=O)N(C)C)c3ccccc3n2)cc1
(48) CCCc1c(C(=O)N/N=C(\C)CCc2ccccc2)nnn1-c1nonc1N

Screen / compound no.	41	42	43	44	45	46	47	48
HIF act	0.1	0.4	2.3	-0.3	0.5	-0.5	1.2	0.0
Platelet DG rel	1	-11	2	9	-2	-33	0	-18
SKKanGAS inh	0	-1	-3	-7	33	4	-5	-3
HSP90 inh	-4	0	-3	-3	-2	0	1	3
HSF1 inhib	1	-8	20	-3	.	-9	-1	3
aSyn UTR inh	7	0	-45	9	-68	4	-39	-11
HSF1 activator	-12	-1	27	2	.	1	3	1
KLF5 inh	-9	7	-22	-32	-19	-30	-5	-36
AI-2 QS mod	12	11	-4	29	8	13	22	18
IEC-6 tox	8	5	0	-4	-3	1	5	3

(49) O=c1c2ccccc2c(-c2ccc(F)cc2)nn1-c1ccc(C(F)(F)F)cc1
(50) Cn1cc(C(=O)N/N=C/C(Br)=C\c2ccccc2)ccc1=O
(51) COc1ccc(-c2cc(C(=O)N/N=C/c3cc(OC)c(OC)cc3OC)c3ccccc3n2)cc1
(52) COc1ccc(-c2ccc(C(=O)O)o2)c([N+](=O)[O-])c1
(53) O=C(CN1C(=O)CC(c2ccccc2)S(=O)(=O)c2ccccc21)N1CCCCC1 (configuration not stated)
(54) COc1cc(/C=C2/SC(=O)N(Cc3ccccc3)C2=O)ccc1OCc1ccncc1
(55) O=S(=O)(NCc1ccccc1)c1ccc(S(=O)(=O)N(Cc2cccs2)CC2CCCO2)cc1 (configuration not stated)

Screen / compound no.	49	50	51	52	53	54	55
HIF act	-0.4	-24	1.0	0.0	-0.1	-0.6	-0.4
Platelet DG rel	-2	0	15	-2	-2	2	19
SKKanGAS inh	-1	4	10	2	4	34	9
HSP90 inh	1	-1	.	4	-2	0	7
HSF1 inhib	-11	65	-1	0	1	13	7
aSyn UTR inh	31	-83	6	24	-10	13	19
HSF1 activator	-3	87*	4	0	-13	14	12
KLF5 inh	11	0	.	2	-24	-40	-4
AI-2 QS mod	-4	20	11	19	13	6	21
IEC-6 tox	7	5	.	0	0	-1	5

# Source: PubChem BioAssay (several laboratories)
